KCNK3 inh: human KCNK3 channel inhibitors, primary screen, CHO cells, FluxOR thallium flux, B-score. 0.84% of 340,000 active. FluxOR fluorescence; hits give low values. B-score at 10 µM. Potassium channel subfamily K member 3 (Homo sapiens), O14649;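 active = B-score under library mean minus 4 SD, starting fluorescence ratio at most library mean plus 5 SD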;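 also: more negative B-score means stronger inhibition of thallium flux through KCNK3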
ANO1 activ: TMEM16A chloride channel activators or potentiators, primary screen, cell-based, HTS. B-score at 10 µM. HEK293 TMEM16A/YFP-H148Q/I152L, iodide quench fluorescence; hits give low values. 0.3% of 340,000 active;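 active = fluorescence-ratio B-score plate-corrected deviation score at least 3 library SD below zero, with starting fluorescence score within 5 deviations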;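 also: channel opened by trigger with iodide after compound preincubation; score built on the fluorescence ratio of max minus min over baseline; more negative score means more quench and so TMEM16A activation or potentiation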
Target sequence (Q8BHY3 whole entry, looked up): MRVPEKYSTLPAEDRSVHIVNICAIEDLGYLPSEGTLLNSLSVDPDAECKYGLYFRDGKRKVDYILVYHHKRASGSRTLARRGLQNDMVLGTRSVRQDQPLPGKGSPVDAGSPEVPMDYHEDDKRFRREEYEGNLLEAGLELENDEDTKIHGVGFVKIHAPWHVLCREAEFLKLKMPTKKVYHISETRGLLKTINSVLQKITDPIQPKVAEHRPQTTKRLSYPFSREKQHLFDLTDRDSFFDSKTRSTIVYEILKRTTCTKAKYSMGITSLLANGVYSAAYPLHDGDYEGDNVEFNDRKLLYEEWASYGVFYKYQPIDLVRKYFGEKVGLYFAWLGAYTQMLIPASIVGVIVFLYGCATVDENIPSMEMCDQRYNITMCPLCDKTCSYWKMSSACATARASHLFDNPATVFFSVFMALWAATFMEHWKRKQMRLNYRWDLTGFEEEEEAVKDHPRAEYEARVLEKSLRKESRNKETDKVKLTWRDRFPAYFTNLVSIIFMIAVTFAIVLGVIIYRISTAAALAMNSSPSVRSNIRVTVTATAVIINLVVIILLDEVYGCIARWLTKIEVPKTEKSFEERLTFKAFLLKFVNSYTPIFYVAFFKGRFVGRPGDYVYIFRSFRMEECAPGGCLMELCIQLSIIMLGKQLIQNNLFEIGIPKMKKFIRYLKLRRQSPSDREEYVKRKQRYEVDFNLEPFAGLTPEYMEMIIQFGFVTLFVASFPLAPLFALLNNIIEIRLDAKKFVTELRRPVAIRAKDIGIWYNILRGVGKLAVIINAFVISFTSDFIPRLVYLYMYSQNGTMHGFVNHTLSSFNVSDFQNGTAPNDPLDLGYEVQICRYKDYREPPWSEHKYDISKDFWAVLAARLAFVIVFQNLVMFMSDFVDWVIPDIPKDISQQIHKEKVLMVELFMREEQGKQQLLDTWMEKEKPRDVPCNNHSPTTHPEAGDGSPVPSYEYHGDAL
Calls only; i = inactive.

Start of the data: the first 7 entries, to show the layout:
Values run as follows: ANO1 activ	KCNK3 inh
> COc1cccc(-c2sc3ccc(OC)cc3c2-c2ccc(OCCN3CCOCC3)cc2)c1
 : i	i
> CCN(CC(=O)Nc1ccc(NC(C)=O)cc1)C(=O)COc1ccccc1-c1ccccc1
 : i	i
> Cc1[nH]c(=O)n(C(C)C)c(=O)c1Br
 : i	i
> Cc1nn(CC(=O)NC2CCS(=O)(=O)C2)c(C)c1S(=O)(=O)N(C)C (configuration not stated)
 : i	i
> CC[C@@H]1C(c2ccccc2)=NN(c2ccc(Br)cc2)[C@H]1C(=O)N1CCOC1=O
 : i	i
> CCN(Cc1ccccc1)C(=O)COC(=O)Cc1c[nH]c2ccccc12
 : i	i
> Cc1cccc(-c2ccc3ncnc(NCc4cccs4)c3c2)c1
 : i	i

The whole of this part, from the first entry:
Values run as follows: ANO1 activ	KCNK3 inh
> COc1cccc(-c2sc3ccc(OC)cc3c2-c2ccc(OCCN3CCOCC3)cc2)c1
 : i	i
> CCN(CC(=O)Nc1ccc(NC(C)=O)cc1)C(=O)COc1ccccc1-c1ccccc1
 : i	i
> Cc1[nH]c(=O)n(C(C)C)c(=O)c1Br
 : i	i
> Cc1nn(CC(=O)NC2CCS(=O)(=O)C2)c(C)c1S(=O)(=O)N(C)C (configuration not stated)
 : i	i
> CC[C@@H]1C(c2ccccc2)=NN(c2ccc(Br)cc2)[C@H]1C(=O)N1CCOC1=O
 : i	i
> CCN(Cc1ccccc1)C(=O)COC(=O)Cc1c[nH]c2ccccc12
 : i	i
> Cc1cccc(-c2ccc3ncnc(NCc4cccs4)c3c2)c1
 : i	i
> Cc1ccc(-n2nnnc2SCC(=O)c2c(N)n(C3CC3)c(=O)[nH]c2=O)c(C)c1
 : i	i
> COc1ccc(COC(=O)c2ccc(S(=O)(=O)N3CCCCC3)cc2)cc1OC
 : i	i
> COc1ccc(C(CNC(=O)CCNS(=O)(=O)c2ccccc2C(F)(F)F)N2CCOCC2)cc1 (configuration not stated)
 : i	i
> COc1ccc(NC(=O)Cc2ccc(Cl)cc2)cc1S(=O)(=O)N1CCCCC1
 : i	i
> Cc1nnc(SCC(=O)N(CC(C)C)C2CCS(=O)(=O)C2)n1N (configuration not stated)
 : i	i
> CCCCOc1ccc(C(=O)NCC(=O)NC2CC2)cc1
 : i	i
> Cc1cc(NC(=O)COC(=O)c2ccccc2Cl)no1
 : i	i
> Cc1ccccc1C(=O)N1CCC(C(=O)NN2C(=O)NC3(CCC(C)CC3)C2=O)CC1 (configuration not stated)
 : i	i
> Cc1cc(C)c(NC(=O)CNC(=O)COC(=O)Cc2ccccc2C)c(C)c1
 : i	i
> CC(NS(=O)(=O)c1cc(C(F)(F)F)ccc1Cl)C(=O)N(C)C1CCN(C)CC1 (configuration not stated)
 : i	i
> COc1cc2ccccc2cc1C(=O)N1CCN(c2ccccc2O)CC1
 : i	i
> Cc1ccc(C(=O)NCC(c2ccc(F)cc2)N2CCOCC2)cc1S(=O)(=O)N1CCOCC1 (configuration not stated)
 : i	i
> N#Cc1cnn2c(-c3cccc([N+](=O)[O-])c3)ccnc12
 : i	i
> O=[N+]([O-])c1ccc(NC2CCCCC2)nc1
 : i	i
> Nc1nccc(SCc2ccccc2)n1
 : i	i
> CC(C)CCOc1ccc(C(=O)NNC(=O)CNC(=O)c2ccccc2F)cc1
 : i	i
> CC(=O)N1CCN(C(=O)c2cc3c(s2)CCCC3)CC1
 : i	i
> O=C(Nc1cccc(S(=O)(=O)N2CCCC2)c1)c1ccc(Cl)nc1
 : i	i
> COc1ccc(NC(=O)CO/N=C/C(=O)Nc2ccccc2C)c([N+](=O)[O-])c1
 : i	i
> Cc1ccc(NC(=O)CN(C)C(=O)c2ccc(Cl)c(S(=O)(=O)NCc3ccco3)c2)cc1
 : i	i
> COc1ccc(NS(=O)(=O)c2cc(NC(=O)COc3ccc(OC)cc3)ccc2N2CCOCC2)cc1
 : i	i
> CCN(CC(=O)Nc1cccc(S(=O)(=O)N(C)c2ccccc2)c1)Cc1cccs1
 : i	i
> C[C@H]1CN([C@@H](C)CO)C(=O)Cc2cc(NC(=O)C3CC3)ccc2O[C@H]1CN(C)Cc1ccc(Oc2ccccc2)cc1
 : i	i

The list continues:
Values run as follows: ANO1 activ	KCNK3 inh
> O=C(N[C@H]1C/C=C\C[C@H](CC(=O)N(CCO)Cc2ccccc2)C(=O)N[C@@H](c2ccccc2)COC1=O)OCC1c2ccccc2-c2ccccc21
 : i	i
> Cc1noc(C)c1-c1ccc2ncnc(NCC3CCCCN3C)c2c1 (configuration not stated)
 : i	i
> O=C(C[C@@H]1C/C=C/CC[C@@H](Cc2ccc(F)cc2)C(=O)O[C@@H](c2ccccc2)CNC1=O)NCCO
 : i	i
> O=C(NCCc1ccccc1)c1cccc2c1C(=O)c1ccc(N3CCOCC3)cc1S2(=O)=O
 : i	i
> O=C(Cc1ccsc1)N1CCN(S(=O)(=O)c2ccccc2F)CC1
 : i	i
> COc1ccc(CCN(C)C(=O)c2ccc3c(=O)n4c(nc3c2)CCCCC4)cc1OC
 : i	i
> NS(=O)(=O)c1cccc(NC(=O)c2ccc(S(=O)(=O)N3CCCCCC3)cc2)c1
 : i	i
> CC(=O)c1cccc(NC(=O)CN2C(=O)NC(C)(C)C2=O)c1
 : i	i
> CC(=O)Nc1ccc(NC(=O)C(C)OC(=O)CCSc2ccccc2Cl)cc1 (configuration not stated)
 : i	i
> C=CCC[C@H](Cc1ccc(F)cc1)C(=O)OC[C@@H](Cc1c[nH]c2ccccc12)NC(=O)[C@@H](CC=C)CC(=O)NCCO
 : i	i
> Cc1ccc(NC(=O)C(C)Oc2ccccc2)cc1S(=O)(=O)N1CCCCCC1 (configuration not stated)
 : i	i
> O=[N+]([O-])c1ccc(NN=C2CCCCC2)c([N+](=O)[O-])c1
 : i	i
> COc1ccc2sc(-c3ccc(S(C)(=O)=O)cc3)c(C(=O)NCCc3c[nH]c4ccccc34)c2c1
 : i	i
> CC(=O)N1CCc2cc([N+](=O)[O-])ccc21
 : i	i
> Cc1ccc(C(=O)OCC(=O)N(Cc2ccccc2)C(C)C)cc1C
 : i	i
> CCc1ccc(OCC(=O)NNC(=O)CNC(=O)c2ccc(Br)o2)cc1
 : i	i
> O=C(N/N=C/c1ccc(F)cc1)c1ccc(-n2cnnn2)cc1
 : i	i
> Cc1ccccc1C=O
 : i	i
> Nc1cccc(Oc2ccc3c(c2)C(=O)N(CCO)C3=O)c1
 : i	i
> Cc1cc(OCCCC(=O)Nc2nnc(C3CC3)s2)ccc1Cl
 : i	i
> CC(=O)NC12CC3CC(C1)CC(C(=O)N1CCN(S(=O)(=O)c4ccccc4[N+](=O)[O-])CC1)(C3)C2
 : i	i
> COc1ccccc1C(CNC(=O)CN(C)S(=O)(=O)c1ccc(C)cc1)N1CCCC1 (configuration not stated)
 : i	i
> CCn1cnnc1SCC(=O)NCC1COc2ccccc2O1 (configuration not stated)
 : i	i
> O=C(COC(=O)/C=C/c1cccc(Cl)c1)Nc1ccc(N2CCOCC2)cc1
 : i	i
> COc1ccccc1CNC(=O)CN1C(=O)NC2(CCC(C)CC2)C1=O (configuration not stated)
 : i	i
> CCOC(=O)[C@@H]1[C@H]2COc3ccccc3[C@H]2N2C(=O)N(c3ccc(Br)cc3)C(=O)[C@]12C
 : i	i
> CC1(C)CC(=O)C=C(c2ccc(I)cc2)C1
 : i	i
> CN(C=O)c1ccc(CSc2ccccc2)cc1
 : i	i
> Cc1ccc(C(=O)NCC(=O)N2CCCN(C)CC2)cc1C
 : i	i
> NC(=O)C1CCCN(C(=O)CN2C(=O)NC(c3ccccc3)(c3ccccc3)C2=O)C1 (configuration not stated)
 : i	i

Continued.
Values run as follows: ANO1 activ	KCNK3 inh
> O=[N+]([O-])c1cc(C=NN2CCCCCC2)ccc1Cl
 : i	i
> O=C1CSc2ccccc2N1
 : i	i
> O=C(COC(=O)c1cc([N+](=O)[O-])ccc1NCCO)Nc1cccnc1Cl
 : i	i
> Nc1ccc2[nH]c(=S)[nH]c2c1
 : i	i
> CC1SC(C)C(=O)N(CC(=O)NC2CCCCC2)C1=O (configuration not stated)
 : i	i
> COc1ccccc1C(=O)OCC#CCSc1nnc(-c2cccc3ccccc23)o1
 : i	i
> COc1ccc(C2=Nn3c(nnc3-c3ccccc3F)SC2)cc1OC1CCOC1 (configuration not stated)
 : i	i
> Cc1cccc(NC(=O)CNC(=O)c2cc(C3CC3)nn2-c2ccccc2)c1C
 : i	i
> C=C[C@@]1(C)CCC(/C(C)=C/C=C/C(C)(C)O)C[C@@H]1C(=C)C (some centres not stated)
 : i	i
> CCOc1ncccc1C(=O)NNC(=O)c1cccc(S(=O)(=O)N2CCOCC2)c1
 : i	i
> COc1cc(C(=O)NC(C)c2ccccc2)ccc1OCC(=O)N1CCOCC1 (configuration not stated)
 : i	i
> CCOC(=O)C1=C(COC(=O)c2ccc(OC)c(S(=O)(=O)N3CCOCC3)c2)NC(=O)NC1C (configuration not stated)
 : i	i
> Cc1cc(C(=O)CN2C(=O)C(=O)N(Cc3ccco3)C2=O)c(C)n1CCc1ccc(F)cc1
 : i	i
> CN(C)C(=S)N=c1ssc(=S)n1Cc1ccccc1
 : i	i
> Cc1noc(C)c1COc1ccc(C(=O)NNC(=O)c2ccccc2F)cc1
 : i	i
> C[C@@H]1CN([C@@H](C)CO)C(=O)Cc2cc(NS(=O)(=O)c3cn(C)cn3)ccc2O[C@@H]1CN(C)C(=O)Nc1ccccc1
 : i	i
> CC(=O)Nc1ccc(S(=O)(=O)N(C)CC(=O)N2CCN(C(=O)c3ccco3)CC2)cc1
 : i	i
> C[C@H]1NC(=O)[C@@]2(C)[C@@H](c3ccccc3)[C@H]3COc4ccccc4[C@H]3N2C1=O
 : i	i
> CC1CC(C)(C)CC2(C1)NC(=O)N(CC(=O)N1CCN(Cc3ccc(C#N)cc3)CC1)C2=O (configuration not stated)
 : i	i
> O=C(Nc1ccc(S(=O)(=O)N2CCCC2)cc1)c1ccc(F)cc1
 : i	i
> COc1ccc(C=NNC(=O)CCCC(=O)NN=Cc2ccc(OC)c(O)c2)cc1O
 : i	i
> CCCNC(=O)c1ccccc1NC(=O)c1cccc(-n2cnnn2)c1
 : i	i
> Clc1ccc(C2Nc3cccc4cccc(c34)N2)c(Cl)c1
 : i	i
> CC(C)(C)OC(=O)NCCCCCNC(=O)c1[nH]cnc1C(=O)Nc1ccc(Cl)cc1
 : i	i
> C=CCC[C@H](Cc1ccc(F)cc1)C(=O)OC[C@H](Cc1c[nH]c2ccccc12)NC(=O)[C@H](CC=C)CC(=O)N(CCO)Cc1ccccc1
 : i	i
> O=C(CSC1=Nc2ccccc2C2CC=NN12)Nc1ccc(F)c(F)c1F (configuration not stated)
 : i	i
> Cc1ccc(S(=O)(=O)N(CCC(=O)N2CCOCC2)c2ccccc2)cc1
 : i	i
> O=C(Cc1ccc(Cl)cc1)NNC(=O)C(=O)NC1CCCCC1
 : i	i
> COc1ccccc1-c1nn(-c2ccccc2)cc1C(=O)NC1CC1
 : i	i
> O=C(COC(=O)c1ccc(Br)o1)NCC1CCCCC1
 : i	i

Next section
Values run as follows: ANO1 activ	KCNK3 inh
> COc1ccc(-c2c(C#Cc3ccsc3)c3cc(Br)ccc3n2C)cc1
 : i	i
> Cc1ccc(S(=O)(=O)N2CCCCC2)cc1NC(=O)c1cc(=O)[nH]c2ccccc12
 : i	i
> O=C(CCNC(=O)c1ccc(Cl)cc1)Nc1cccc(S(=O)(=O)N2CCCCC2)c1
 : i	i
> O=C(c1cn(Cc2ccccc2)nc1-c1cccnc1)N1CCc2ccccc2C1
 : i	i
> COc1ccccc1C(=O)NCC(=O)N1CCN(C/C=C/c2ccccc2)CC1
 : i	i
> COc1ccccc1C(=O)NCCC(=O)NCc1cccnc1
 : i	i
> Cc1ccc(NS(=O)(=O)c2cccc(C(=O)NCC(c3cccs3)N3CCOCC3)c2)cc1 (configuration not stated)
 : i	i
> CC(C)(C)OC(=O)C[C@@H]1C/C=C\C[C@H](CC(=O)NCCO)C(=O)N2CCC[C@@H]2COC1=O
 : i	i
> CC(=NNC(=S)N1CCN(c2ccccn2)CC1)c1ccccn1
 : i	i
> CC1Cc2ccccc2N1C(=O)COC(=O)c1ccc(N(C)C)cc1 (configuration not stated)
 : i	i
> CCCn1c(SCC(=O)NCCCN2CCCC2=O)nc2ccccc2c1=O
 : i	i
> CCc1ccc(C(=O)NNC(=O)c2n[nH]c(=O)c3ccccc23)cc1
 : i	i
> CN(Cc1ccco1)C(=O)c1ccc(S(=O)(=O)N2CCCCCC2)cc1
 : i	i
> COc1ccc(NC(=O)CCN(c2ccc(OC)cc2)S(=O)(=O)c2ccc(C)c(C)c2)cc1
 : i	i
> COc1ccc(C(CNC(=O)CNC(=O)c2cc(OC)c(OC)c(OC)c2)N2CCOCC2)cc1 (configuration not stated)
 : i	i
> C=CCOC(=O)CCCCCCCC
 : i	i
> O=C(CSc1nnc(C2CC2)n1C1CC1)c1ccccc1F
 : i	i
> CCCCn1c(N)c(N(CC)C(=O)c2ccco2)c(=O)[nH]c1=O
 : i	i
> CC(C=NNC(=O)C(=O)NN=CC(C)=Cc1ccccc1)=Cc1ccccc1
 : i	i
> COc1ccc(CNC(=O)C(C)Sc2ccc(S(=O)(=O)N3CCOCC3)cn2)cc1 (configuration not stated)
 : i	i
> COc1ccc(NC(=O)COC(=O)c2cc(Cl)ccc2O)cc1S(=O)(=O)N1CCCCC1
 : i	i
> COC(=O)c1cccc(NC(=O)c2cccc(N3C(=O)CCC3=O)c2)c1
 : i	i
> Cc1ccc2nc(SC(C)C(=O)NC3CCCC3)[nH]c2c1 (configuration not stated)
 : i	i
> COc1ccccc1C(=O)NCCC(=O)N1CCN(S(=O)(=O)c2ccccc2C(F)(F)F)CC1
 : i	i
> CCCSc1ccc([C@@H]2[C@@H]3C(=O)N(CC)C(=O)[C@@H]3[C@]3(C(=O)OC)CCCCN23)cc1OC
 : i	i
> CC(C)(C)OC(=O)NC1CNNC1=O (configuration not stated)
 : i	i

Not all compounds are listed, so the mix of outcomes need not match the whole.
